Lmaj promast: Leishmania major promastigote growth inhibition; Leishmania major promastigotes, resazurin fluorescence viability; inhibition, % at 10 µM; actives 9% (n = 200,000); AID 1063; in the data active means inhibition above about 50%;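 further: promastigotes grown with compound for 44 hours at 28 °C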
S1P3 antagonist: antagonists of human S1P3 receptor | inhibition, % at 4.98 µM | CHO S1P3 NFAT-BLA reporter, FRET fluorescence, antagonist mode | actives 0.27% (n = 170,000) | AID 485;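 active means inhibition above the plate cutoff, the mean inhibition of test wells on that plate plus 3 SD, cut at about 28% in these data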;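 further: cells challenged with S1P at its EC80 of 0.8 µM; blue over green emission ratio from cleaved BLA substrate after 4 h stimulation; 0% = S1P-stimulated wells and 100% = unstimulated DMSO-only wells; some compounds past the cut are filed as inactive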
bIAP inh: blocks bovine intestinal alkaline phosphatase activity; purified bovine IAP, CDP-star luminescence, 30 min; 190,000 tested, under 10 active; inhibition, % at 20 µM;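 active means over 50% inhibition of intestinal alkaline phosphatase at 20 µM in the single-dose screen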
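test system = bovine IAP enzyme | medium = DEA buffer 100 mM, pH 9.8, with MgCl2 1.0 mM, ZnCl2 0.02 mM | detection = luminescence | dosing = single compound dose of 20 µM, 2% DMSO final | incubation = 30 min reaction at room temperature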
Redox H2O2 prof: compounds producing H2O2 with reducing agent – biochemical, NIH compound library profiling, artefact control for MLSCN library redox annotation, primary screen; DTT-dependent redox cycling H2O2, phenol red/HRP absorbance; 100% = 100 µM peroxide control, 0% = buffer; activation, % at 10 µM; actives 0.03% (n = 200,000); AID 878;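 active means activation of at least 50% relative to the plate's high and low controls in the primary single-dose screen; inactive means activation below 50%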;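 further: compound incubated with DTT at 0.8 mM final as the reducing agent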
PPARg SRC1 recr: promotes SRC-1 coactivator recruitment by human PPARgamma; activation, % at 8 µM; P37231; AID 631; actives 0.41% (n = 200,000); PPARgamma-SRC-1 coactivator recruitment biochemical assay; in the data active means activation above about 19%;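 further: 0% = DMSO and 100% = reference agonist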
Target sequence (P37231 whole entry, looked up): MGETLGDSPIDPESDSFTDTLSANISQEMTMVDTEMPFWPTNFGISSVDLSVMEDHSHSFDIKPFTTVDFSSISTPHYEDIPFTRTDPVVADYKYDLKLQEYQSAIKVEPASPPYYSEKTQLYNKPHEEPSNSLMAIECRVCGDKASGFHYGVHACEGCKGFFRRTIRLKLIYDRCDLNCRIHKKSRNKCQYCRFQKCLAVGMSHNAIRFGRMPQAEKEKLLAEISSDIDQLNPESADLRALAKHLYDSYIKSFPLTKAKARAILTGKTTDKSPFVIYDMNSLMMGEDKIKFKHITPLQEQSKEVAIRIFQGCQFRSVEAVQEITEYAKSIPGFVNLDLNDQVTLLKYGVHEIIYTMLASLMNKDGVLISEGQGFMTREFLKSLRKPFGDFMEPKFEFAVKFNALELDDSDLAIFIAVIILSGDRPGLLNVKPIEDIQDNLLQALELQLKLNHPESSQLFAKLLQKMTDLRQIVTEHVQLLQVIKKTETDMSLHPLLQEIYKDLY
PPARg SRC-2 ag: PPARgamma-driven SRC-2 recruitment agonism; P37231; PPARgamma LBD-SRC-2 recruitment, biochemical; activation, % at 8 µM; actives 0.34% (n = 200,000); AID 1032; in the data active means activation above about 22%;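 further: 0% = vehicle and 100% = reference agonist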
Efa HMGR inh: blocks class II HMG-CoA reductase of Enterococcus faecalis. purified E. faecalis HMGR, NADPH absorbance 340 nm kinetic. inhibition, % at 10 µM. actives 0.41% (n = 190,000);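 active means inhibition above a set limit, the median over all tested compounds plus 3 SD, cut at about 9.5% in these data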;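 further: enzyme runs in reverse so mevalonate oxidation gives rising NADPH absorbance; 0% = complete reaction with DMSO and 100% = background rate lacking mevalonate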
PPARg SRC3 recr: agonists of human PPARgamma SRC-3 coactivator recruitment; actives 0.26% (n = 200,000); AID 731; P37231; biochemical PPARgamma/SRC-3 coactivator recruitment assay; activation, % at 8 µM; in the data active means activation above about 23%;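 further: 0% = DMSO and 100% = reference agonist; some compounds past the cut are filed as inactive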
RAM network inh: inhibitors of the yeast RAM network. S. cerevisiae dse1pr::URA3 reporter, 5-FOA growth OD615, 2 d; analog-sensitive cbk1-as2 kinase mutant strain. inhibition, % at 50 µM. actives 1.8% (n = 190,000);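 active means inhibition above a set limit, 3 SD over mean compound inhibition, cut at about 8.4% in these data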;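 further: 0% = DMSO-only wells with no growth and 100% = 10 µM 1-NA-PP1 full growth; inhibition rescues growth on 5-FOA so higher OD means more RAM inhibition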
ROMK primary: human ROMK K+ channel modulation, primary screen; P48048; Tet-inducible ROMK, thallium flux fluorescence; actives lie on both sides; B-score at 10 µM; actives 2% (n = 130,000);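 active means signal ratio slope over the read window, or its plate-corrected B-score, at least 3 SD from the plate mean, either direction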;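 further: B-score of the F/F0 ratio slope over 7 to 12 s after thallium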
Target sequence (P48048 whole entry, looked up): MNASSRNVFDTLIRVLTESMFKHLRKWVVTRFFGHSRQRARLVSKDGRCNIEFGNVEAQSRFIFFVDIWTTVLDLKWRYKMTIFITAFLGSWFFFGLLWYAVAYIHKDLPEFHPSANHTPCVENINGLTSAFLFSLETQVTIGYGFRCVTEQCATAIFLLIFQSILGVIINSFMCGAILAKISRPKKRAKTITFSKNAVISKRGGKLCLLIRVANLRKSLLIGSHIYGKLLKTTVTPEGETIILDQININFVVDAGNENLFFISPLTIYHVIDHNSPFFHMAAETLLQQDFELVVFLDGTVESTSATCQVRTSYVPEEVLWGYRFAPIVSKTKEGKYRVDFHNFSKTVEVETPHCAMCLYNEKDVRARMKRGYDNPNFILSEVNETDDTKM
TR-FRET SRC-2 ct: TR-FRET artefact, counter-screen to PPARgamma/SRC-2 agonist assay; active compounds read high; TR-FRET ratio at 8 µM; actives 0.4% (n = 200,000); AID 1049; in the data active means TR-FRET ratio above about 2000; further: inactives centre near 1500
Starred values were filed as active, the others as inactive; x = not tested or not shown.

Every second line gives: Lmaj promast, S1P3 antagonist, bIAP inh, Redox H2O2 prof, PPARg SRC1 recr, PPARg SRC-2 ag, Efa HMGR inh, PPARg SRC3 recr, RAM network inh, ROMK primary, TR-FRET SRC-2 ct
COc1cc(S(=O)(=O)Nc2cccnc2)ccc1F
→ -7.7, 26.4, 10.2, 1.2, 2.0, 6.6, 3.5, 2.7, 1.3, 0.628, 1522
CCOc1nc(N2CCCCC2)nc(-n2cc(-c3ccccc3)nn2)n1
→ -6.1, x, 4.4, 4.1, -1.8, 8.5, -0.1, 1.1, 4.0, x, 1559
O=C(C1CCCCC1)N1CCN(c2ccccc2F)CC1
→ -7.3, -25.3, 4.4, -0.2, 2.6, 5.5, -0.8, -16.0, 1.2, x, 1417
CCOC(=O)c1cc(C#N)c(N2CCCCC2)nc1-c1ccccc1
→ 53.9*, x, x, 1.6, 7.3, -5.0, x, 3.7, x, x, 1600
N#Cc1c(NC(=O)c2cc(C3CC3)on2)sc2c1CCC2
→ -8.8, 19.0, 8.4, -1.4, x, x, -8.8, x, 1.9, x, x
Cc1cc(NC(=O)CCC(=O)N(c2ccc(F)cc2)C(C(=O)NC2CCCC2)c2ccc(C)o2)no1 (stereo not drawn)
→ 6.1, 0.7, 5.5, -0.4, -1.6, 4.4, 5.4, 2.8, 4.5, x, 1425
CCN(CCCNC(=O)CCc1nc(-c2ccc(C)cc2)no1)c1cccc(C)c1
→ -2.2, -3.4, 4.9, 0.8, -1.6, 4.2, 0.0, 8.8, 0.2, x, 1537
COc1ccc(N2CCN(CC(=O)Nc3cccc(S(=O)(=O)N4CCOCC4)c3)CC2)cc1
→ -5.1, 13.0, -2.0, -0.1, 0.1, -0.9, -1.1, 2.0, 0.6, x, 1618
O=C1CC(SCc2nc3ccccc3[nH]2)C(=O)N1c1cccc(F)c1 (stereo not drawn)
→ -6.8, -1.4, -9.1, -0.4, 5.5, 7.3, 0.6, 21.1, 1.2, x, 1415
S=C(NCc1ccccc1)NC1CCCc2ccccc21 (stereo not drawn)
→ 23.0, -4.7, -3.2, -0.3, 8.2, 1.4, -0.3, -5.8, 4.1, x, 1578
Cc1cccc(/C=N/c2sc3c(c2C(=O)OC(C)(C)C)CCN(C)C3)c1O
→ -0.1, 12.7, 22.0, 0.8, -1.8, 0.8, -10.3, 3.1, -0.2, x, 1416
O=C(COc1ccccc1C(=O)NCC1CCCO1)Nc1ccc(Cl)cc1Cl (stereo not drawn)
→ 17.4, -6.9, -4.5, 0.2, -2.3, -1.4, 3.4, 2.6, 4.7, 1.23, 1456
Cc1ccc(-c2nnc3n2CCCCC3)cc1
→ -4.6, x, 2.7, 0.1, -2.3, 2.3, 3.8, 4.2, 3.1, 0.0238, 1579
CCCCCCC(C)n1[nH]c(=O)c2c(C)cc(=O)[nH]c21 (stereo not drawn)
→ 2.1, 9.0, -1.3, 1.8, -5.3, 7.8, -5.4, 5.8, 4.8, x, 1542
COCC(=O)N=Nc1c(O)[nH]c2ccccc12
→ -1.1, -28.0, 3.0, 0.5, -2.4, -0.8, 0.1, -3.6, 0.0, x, 1425
O=C(O)c1ccc(Cn2cnc3sc4c(c3c2=O)CCCC4)cc1
→ 5.6, -3.1, -7.6, 0.1, -3.6, -3.1, -8.3, 0.3, 0.5, -0.588, 1499
COc1ccc(NC(=O)C2C(=O)N(C)C3(C)CC2c2ccccc2O3)cc1 (stereo not drawn)
→ 1.0, -7.0, 4.5, 1.6, 0.4, 1.7, -3.5, -4.2, 2.4, 0.781, 1368
Cc1ccc(COn2c(-c3ccc(Cl)cc3)nc3ccc([N+](=O)[O-])cc32)cc1
→ -1.0, x, 46.3, 3.9, -2.1, 9.5, -1.8, 8.5, 4.9, x, 1505
Cc1ccc(S(=O)(=O)N2CCC(C(=O)NNC(=O)c3ccc(F)cc3)CC2)cc1
→ -6.6, -1.7, 3.3, -1.3, 13.1, -2.9, -3.7, 1.4, 3.5, -0.00503, 1501
O=C(Nc1ccc2c(c1)OCCO2)c1coc2ccccc2c1=O
→ -1.9, -16.8, 10.7, 0.5, 3.1, 1.5, 1.3, 3.4, 7.1, x, 1530
CCCS(=O)(=O)Nc1ccc2cn[nH]c2c1
→ 6.8, -5.2, 12.3, -1.6, -5.0, -7.0, -4.1, 1.0, -0.8, -0.491, 1507
CCCCCC(O)CCC(=O)NNC1=CC(=O)CC(C)(C)C1 (stereo not drawn)
→ -6.8, -15.3, -14.5, -2.2, 9.8, 9.1, 2.2, 3.3, 1.2, 0.0833, 1802
CC(C)(C)c1ccc(NC(=S)NCc2cccs2)cc1
→ 14.3, x, 12.0, 0.1, -2.5, -11.1, -6.6, -3.1, -0.5, -0.173, 1244
COc1ccc(C(=O)CSc2nccc(=O)[nH]2)cc1
→ -3.9, 5.9, 2.2, -0.6, 12.9, 5.0, -2.6, 10.6, 0.7, x, 1624
S=C(c1ccc(-c2ccccc2Cl)o1)N1CCOCC1
→ -9.0, -49.9, 27.1, -0.8, 4.3, -2.2, 0.7, -2.9, 12.4*, x, 1472
CCOC(=O)Nc1cc(C)ccc1OC
→ -5.7, 33.0, 11.9, 1.3, -2.2, 6.9, -1.7, -9.4, -0.3, 0.16, 1414
CC1CCN(C(=S)c2cn(Cc3cccc(F)c3)c3ccccc23)CC1
→ 66.9*, 8.7, 8.1, 0.6, 7.3, 6.1, -3.8, 8.6, 5.3, 0.668, 1611
COc1ccccc1N/C(=N/S(=O)(=O)c1ccc(C)cc1)c1ccc(Cl)cc1
→ 99.9*, x, 8.8, -7.2, -0.1, 2.7, 1.7, 6.7, 4.6, -0.731, 1571
NC(=O)c1cccc(N=Cc2cc(Cl)cc(Cl)c2O)c1
→ -2.8, -7.7, -12.5, -1.8, 3.9, 8.0, 0.8, 5.0, -1.3, 1.3, 1493
Cc1nnc(SCCCCSc2nnc(C)c(=O)[nH]2)[nH]c1=O
→ -5.6, -7.2, -16.4, 0.2, 4.2, 5.1, 0.0, 4.0, 1.8, -0.928, 1552
CC(C)C(NC(=O)CNC(=O)OC(C)(C)C)C(=O)NCc1ccc(Cl)cc1 (stereo not drawn)
→ -4.8, 8.8, -7.2, -0.5, 0.9, -1.3, 1.5, -0.5, 1.4, -0.338, 1679
COc1ccc(N=C2S/C(=C\c3ccc(C)s3)C(=O)N2CC(C)C)cc1
→ 3.1, x, 16.9, -7.2, 5.2, 0.3, 3.1, -4.6, 14.7*, x, 1471
COc1cc(S(=O)(=O)Nc2ncccc2C)c(OC)cc1Cl
→ 6.6, -36.5, -5.3, 0.4, -1.4, -5.4, 1.6, -1.9, 3.3, x, 1494
COCc1nc2ccccc2n1Cc1ccccc1Br
→ 9.2, 16.9, -1.0, -1.1, -3.6, -1.2, -3.1, -1.9, 0.1, x, 1468
O=C(CNC(=O)c1ccco1)NCC(=O)OCc1ccc(Cl)cc1
→ -2.8, x, 5.4, 0.4, 0.0, -2.2, -4.5, -4.2, 0.2, 0.487, 1522
O=C(O)CCSc1nnnn1-c1ccccc1
→ -5.2, -14.5, 2.0, 2.1, 1.1, 0.9, -5.2, -3.2, 1.8, 0.29, 1439
CCSc1nc2ccccc2n1C(=O)c1ccc(S(=O)(=O)N2CCCCC2)cc1
→ 6.5, x, 0.6, -5.0, -2.0, -0.1, -7.5, 14.2, 0.9, x, 1650
COc1ccc(N2C(=O)C3CCCN3C2c2ccc(F)cc2)cc1Cl (stereo not drawn)
→ 8.0, -1.6, 13.6, 0.8, 2.7, 3.8, -2.0, -6.8, -0.7, x, 1293
COc1ccc(Cl)cc1C(=O)Nc1ccccc1N1CCN(C)CC1
→ 7.6, 18.7, -4.0, 0.7, -3.6, 18.1, -8.9, 3.4, 0.5, x, 1377
CCOC(=O)NC(=O)C(=CNc1ccccc1OC)C(=O)NC(=O)OCC
→ 2.2, -14.1, 7.6, -0.9, 4.3, 11.3, -2.6, 2.3, 3.1, 0.624, 1441
COc1ccc(NC(=O)CCSCCc2ccccn2)cc1OC
→ 0.8, 1.2, 4.6, -0.7, 10.5, 0.3, -1.4, 1.7, 1.2, 0.0723, 1723
Cn1cnnc1SCC(=O)Nc1ccc2nc(SCc3ccccc3Cl)sc2c1
→ 8.0, x, 17.2, 0.0, -0.4, 8.1, 6.0, 7.4, 2.4, 0.0835, 1567
O=C(CNC(=O)c1ccccc1Cl)OCC(=O)N1CCc2ccccc21
→ -1.2, -18.8, 3.5, -1.6, -1.7, -2.7, -3.0, -0.5, 3.9, -0.55, 1533
COc1cc(C(N)=O)cc(Br)c1OC
→ 0.5, 29.1, 6.3, -1.0, 2.9, 4.2, -1.3, 5.9, 1.0, x, 1577
Cc1ccc(S(=O)(=O)NCCCNC(=O)c2ccccc2)cc1
→ -6.6, x, 14.7, 0.6, 0.4, 2.2, -4.0, -10.4, 1.3, x, 1233
CCOC(=O)C1CSC(CC(=O)Nc2ccc(Cl)cc2)C(=O)N1 (stereo not drawn)
→ -8.3, -19.6, 7.6, 0.4, 2.1, -2.7, -1.5, -3.8, 1.3, -0.329, 1536
CNC(=S)N1N=C(c2ccc(OC)cc2)CC1c1ccc(N(C)C)cc1 (stereo not drawn)
→ 4.8, x, -6.2, 2.3, -2.2, 4.6, -7.2, 12.9, 1.1, x, 1566
Cn1cccc1Cc1nnc(SCC(=O)Nc2cccc(F)c2)n1CCc1ccccc1
→ 17.2, 0.3, -2.4, 0.1, 1.2, 6.7, 0.3, 7.1, 0.9, x, 1549
CC1Cc2ccccc2C(=O)N1 (stereo not drawn)
→ -1.5, 24.4, 12.3, 2.9, 13.6, 9.6, 0.0, 7.7, 0.1, -0.455, 1692
COc1ccc(S(=O)(=O)N(C)CC(=O)N2CCC(C(N)=O)CC2)cc1
→ -6.2, 13.1, 3.5, 2.1, 2.3, 4.2, -1.9, 12.2, 0.0, x, 1649
Cc1cnc(C(=O)Nc2cc(S(=O)(=O)N3CCOCC3)ccc2N2CCN(C)CC2)cn1
→ 8.8, 6.4, 14.8, -0.5, -7.1, -1.9, -0.9, 1.0, 1.0, x, 1509
